Screening results deposited in PubChem by National Center for Advancing Translational Sciences (NCATS).
FBPA Giardia inh: blocks Giardia fructose-bisphosphate aldolase activity | Potency, µM (titrated, usually from 59.6 µM), without a hit: at the top dose activity, negative = inhibition, most hits filed as inhibitors | purified Giardia FBPA | 290,000 compounds, 0.71% hits | A8B2U2 | AID 2451; further: potency means the concentration at half of the fitted maximal effect; nearly all actives have a fitted effect of over 55% in size
Target sequence (A8B2U2 whole entry, looked up): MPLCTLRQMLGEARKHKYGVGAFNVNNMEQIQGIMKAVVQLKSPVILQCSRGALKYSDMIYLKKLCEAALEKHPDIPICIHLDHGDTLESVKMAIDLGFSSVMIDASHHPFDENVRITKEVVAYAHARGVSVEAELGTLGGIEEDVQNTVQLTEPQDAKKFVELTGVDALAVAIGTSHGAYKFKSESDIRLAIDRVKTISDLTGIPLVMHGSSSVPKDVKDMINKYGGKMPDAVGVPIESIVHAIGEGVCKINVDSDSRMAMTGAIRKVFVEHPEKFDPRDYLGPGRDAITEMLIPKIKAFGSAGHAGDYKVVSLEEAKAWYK
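40 nM FBPA preincubated 10 min at RT with compound (up to 57.5 uM final), then substrate plus GAPDH/TPI/NAD/arsenate coupling and diaphorase/resazurin added. Fluorescence read after 20 min at RT, 525/598 nm.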
AMA1-RON2 inh: inhibitors of Plasmodium falciparum AMA1-RON2 interaction; AlphaScreen AMA1-biotinylated RON2 peptide binding; 360,000 compounds, 0.2% hits; Potency, µM (titrated, usually from 58.2 µM), inactives show at the top dose activity change, negative = inhibition, actives largely listed as inhibitors;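 further: potency means the concentration at half of the fitted maximal effect; 0% = vehicle wells and -100% = peptide control; nearly all actives have a fitted effect of over 45% in size; some results filed as inactive show a strong effect at the top dose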
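AMA1 (3D7) with his tag at 25 nM final met compounds first, then biotinylated RON2 peptide at 25 nM; detection used donor plus acceptor beads, 10 µg/mL apiece, read by AlphaScreen after 30 min at room temperature.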
AmpC detergent: blocks E. coli AmpC beta-lactamase in detergent assay; P00811; AmpC hydrolysis of nitrocefin, absorbance 480 nm, 0.01% Triton; Potency, µM (doses to about 114 µM), inactives show top-dose activity change, negative = inhibition, usual class: inhibitors; 370,000 compounds, 0.041% hits; AID 485294;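 further: potency means the concentration at half of the fitted maximal effect; 0% = no-compound wells and -100% = no-enzyme wells; nearly all actives have a fitted effect of over 25% in size; some results filed as inactive show a strong effect at the top dose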
Target sequence (P00811 whole entry, looked up): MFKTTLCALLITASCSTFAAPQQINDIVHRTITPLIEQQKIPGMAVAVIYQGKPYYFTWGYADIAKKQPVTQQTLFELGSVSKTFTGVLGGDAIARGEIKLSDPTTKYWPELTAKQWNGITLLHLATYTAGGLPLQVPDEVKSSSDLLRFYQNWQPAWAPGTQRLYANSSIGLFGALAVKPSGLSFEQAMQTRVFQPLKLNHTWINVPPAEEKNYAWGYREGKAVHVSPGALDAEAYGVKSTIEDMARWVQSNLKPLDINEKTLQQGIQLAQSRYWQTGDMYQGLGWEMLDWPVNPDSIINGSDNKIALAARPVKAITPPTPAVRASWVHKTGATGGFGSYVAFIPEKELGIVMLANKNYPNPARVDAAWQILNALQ
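AmpC (5.3 nM in the dispensed reagent) in 20 mM phosphate pH 7.0 with 0.01% (detergent screen) or 0.0001% Triton X-100 was preincubated with compounds for 15 min at room temperature. Nitrocefin was then added from an 800 uM solution, and hydrolysis was followed at 480 nm.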
HCMV inh: human cytomegalovirus inhibition. HFF cells, HCMV-luciferase reporter, 72 h; stronger effect = lower value. 410,000 compounds, 4.5% hits. activity change, negative = inhibition, % at 57.5 µM; in the data active means activity change below about -60%; inconclusive means no clear call, values can overlap the other calls; inactive means above about -39%
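Screen run at 2 compound doses on HFFs infected with reporter HCMV, MOI 1 PFU/cell. Luciferase activity from cell lysates at 72 h post infection gave inhibition relative to buffer-only and Salinomycin wells.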
AmpC no deterg: AmpC beta-lactamase inhibition without detergent. P00811. AmpC nitrocefin hydrolysis, absorbance 480 nm, 0.0001% Triton. Potency, µM (doses to about 57.1 µM), without a hit: at the top dose activity change, negative = inhibition, hits mostly inhibitors. 330,000 compounds, 0.52% hits. AID 485341;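 further: potency means the concentration at half of the fitted maximal effect; plate controls were no compound for no effect and no enzyme for full effect; nearly all actives have a fitted effect of over 20% in size; some results filed as inactive show a strong effect at the top dose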
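20 mM phosphate pH 7.0 + 0.01% (detergent screen) or 0.0001% Triton X-100; 5.3 nM AmpC reagent; cpd preinc 15 min RT; nitrocefin (800 uM stock) to start; A480 q20 s × 4 min; Activity was normalised to no-enzyme and no-compound control wells.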
Sm TGR inh: blocks Schistosoma mansoni thioredoxin glutathione reductase; Q962Y6; purified TGR, DTNB reduction, TNB absorbance 405 nm; Potency, µM (highest dose often 114 µM), for the others: at the top dose activity change, negative = inhibition, actives largely listed as inhibitors; 360,000 compounds, 3% hits; AID 485364; further: potency means the concentration at half of the fitted maximal effect; nearly all actives have a fitted effect of over 60% in size
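TGR 20 nM + NADPH 100 uM (dispensed conc.), cpd preinc 15 min RT; start with NADPH (500 uM addition) then DTNB (15 mM addition). Kinetic TNB absorbance, 405 nm filter. Four-parameter Hill fit across titration.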
Starred values were filed as active, the others as inactive; ? = inconclusive; · = no result given; [ ] = another dose, or the depositor's remark. Unless noted, the call rests on the fitted dose curve; in most records, active means well fitted curve in the direction sought with a large enough effect; inconclusive means small, poorly fitted or top-dose-only effect, or another doubt; inactive means no such curve, though single readings can be large; an effect the other way counts as inactive or inconclusive. Unless noted, on the % scale 0 is the no-effect control and ±100 the full control effect.

SMILES | FBPA Giardia inh | AMA1-RON2 inh | AmpC detergent | HCMV inh | AmpC no deterg | Sm TGR inh
COc1ccc(NC(=O)Cn2c(=O)n(Cc3nc(-c4ccccc4)no3)c(=O)c3cc4c(cc32)OCO4)cc1Cl | · | · | 28.1% | 7.7 | · | 0.9%
COc1ccc(S(=O)(=O)N2CCOC23CCN(S(=O)(=O)c2ccc(C)cc2)CC3)cc1 | · | -15.0% | -10.3% | -24.9 | -16.7% | -26.3%
COc1cc(CCc2ccc3c(c2)OCO3)oc(=O)c1 | -3.6% | -23.2% | -1.9% | 4.0 | -15.2% | 0.9%
CC(=O)c1cccc(NC(=O)CN2C(=O)NC3(CCCCCCC3)C2=O)c1 | 0.0% | -0.1% | ? | 42.1 | -15.4% | 3.6%
Cc1ccc(OCc2nc(-c3cccnc3)no2)cc1C | -3.1% | 10.3% | -1.2% | -14.6 | -6.7% | -0.4%[57.1 µM]
CCN(CCC#N)c1ccc(/C=N/Nc2nc(C)cc(=O)[nH]2)c(C)c1 | -16.8% | 103.0%[activator] | -5.6% | -2.3 | -26.6% | -1.0%
COc1ccc(CNC(=O)C2CC(C)=C(C)CC2C(=O)O)cc1OC (stereo unspecified) | 8.1% | -8.9% | -4.6% | 1.8 | -8.4% | 12.0%
O=C(CCn1cnc2ccccc2c1=O)Nc1nc2c(s1)CCCC2 | -1.2% | 0.8% | -9.7% | 49.2 | -5.4% | 3.0%
O=C(NCc1ccc(F)cc1)C1CCN(S(=O)(=O)c2ccc3c(c2)CCCN3C(=O)C2CCC2)CC1 | · | · | -3.8% | -20.9 | · | 4.1%
COc1ccc(S(=O)(=O)N2CCOCC2)cc1C(=O)NCc1ccccc1CN1CCCC1 | · | -1.9%[11.6 µM] | -4.4% | ? | -14.7% | -10.2%
CN(C)c1ccc(CNc2ccccn2)cc1 | -0.5% | ? | -17.9% | -3.1 | 7.9% | -1.9%
CC1=NN(c2ccc(Cl)cc2)C(=O)C1C(c1cccc(O)c1)c1c(C)[nH]n(-c2ccc(Cl)cc2)c1=O (stereo unspecified) | 7.7% | 1.5% | -8.9% | · | -21.7% | -6.8%
COc1ccc(C(=O)Nc2cnccn2)cc1[N+](=O)[O-] | 5.6% | 7.1% | -7.9% | -35.9 | -8.4% | 4.9%
CC(=O)N1c2ccccc2N(Cc2ccc(C)cc2C)C(=O)C1(C)C | 1.3% | -9.2% | -6.9% | 5.1 | 63.0%[activator] | -9.2%
CN(C[C@H](Cc1ccccc1)N(C[C@H](c1ccccc1)N(CCc1ccccc1)N=O)N=O)N=O | -2.0% | -10.2% | -4.4% | 4.3 | -17.4% | 12.6µM*
O=C(COCc1cc(-c2cccs2)on1)Nc1ccc(OC(F)(F)F)cc1 | · | · | 19.1% | -24.9 | · | 4.8%
CC(=O)Nc1ccc(Nc2ncnc3c2cnn3C)cc1 | · | · | 8.9% | 19.1 | · | 9.3%
Clc1cccc(Cl)c1Cl | · | 1.8% | 7.0% | -15.9 | -11.8% | 0.9%
COc1ccc(CNC(=O)CN(C(=O)c2csnn2)c2cnc3ccccc3c2)cc1 | · | 8.4% | -3.6% | 1.3 | -31.8% | 0.3%
COc1ccc(NC(=O)CCCCCN2C(=O)c3cccc([N+](=O)[O-])c3C2=O)c(OC)c1 | -5.2% | -3.0% | ? | 1.2 | -1.5% | -27.2%
O=C(NCCn1cc(SCc2ccc(C(F)(F)F)cc2)c2ccccc21)c1ccccc1F | · | · | 0.8% | -14.2 | · | -9.9%
Cc1cccc(OCc2nnc(SCC(=O)Nc3cc(C)on3)n2C)c1 | -5.8% | -3.8% | ? | 3.3 | -17.2% | -1.8%
Cn1ccc2cc(S(=O)(=O)N3CCC(C(=O)NCCc4ccccc4)CC3)ccc21 | · | · | -5.9% | 8.6 | · | -3.0%
CCN(CC)S(=O)(=O)c1ccc(C(=O)Nc2c3c(nn2C(C)(C)C)CS(=O)(=O)C3)cc1 | 8.2% | -1.3% | -9.2% | 16.8 | 0.7% | -0.6%
Cc1cc(C)cc(NC(=O)CSc2nnc(Cn3c(=O)sc4ccccc43)n2C)c1 | 0.0% | 2.4% | 1.0% | 10.8 | -21.5% | 7.9%
Cc1ccc(C)c(N2CCN(CCCNC(=O)CCn3c(=O)c4cccn4c4cccnc43)CC2)c1 | -10.0% | -11.7% | ? | -29.2 | 119.8%[activator] | -15.7%
O=C(CNCCc1ccccc1)N1CCc2ccccc2C1 | ? | 27.6% | 1.4% | 1.2 | -18.8% | -28.0%
SC(COCc1ccccc1)CN1CCN(Cc2ccc3c(c2)OCO3)CC1 (stereo unspecified) | ? | 25.1µM* | -4.2% | · | 30.2% | 1.9%
COC(=O)C(Cc1c[nH]c2ccccc12)NC(=O)c1cccs1 (stereo unspecified) | -6.2% | -7.7% | 0.2% | 61.6 | -19.0% | -17.2%
O=C1Nc2ccc(Cl)cc2C(=O)C1(F)c1ccccc1 (stereo unspecified) | -5.2% | 6.0% | 5.8% | -1.2 | -43.3% | 11.3%
COC(=O)c1ccc(NC(=O)CN2C(=O)c3cccc4cccc2c34)cc1 | · | · | 19.9% | 16.3 | · | 5.7%
CC(NC(=O)Cn1nc(-c2ccccc2)c2ccccc2c1=O)c1ccccc1 (stereo unspecified) | -0.2% | -7.3% | -9.0% | -14.0 | -18.8% | 8.2%
CCOC(=O)c1c(C)c(C(=O)NC(C)COC)c(C)n1CC (stereo unspecified) | 4.8% | 3.8% | -1.7% | 4.8 | -1.6% | -8.5%
CCC(Oc1ccccc1)C(=O)Nc1cc(C(F)(F)F)ccc1N1CCOCC1 (stereo unspecified) | · | -19.3% | ? | -1.8 | -7.4% | 0.2%
CCOc1cc(/C=N/N=C(N)N)ccc1OCc1ccc(Cl)cc1 | 1.8% | -3.9% | 4.7% | -24.3 | -8.9% | -2.5%
COc1cccc(NS(=O)(=O)c2ccc3c(c2)N(C)C(=O)CC(=O)N3C)c1 | · | · | 22.2% | -1.9 | · | 1.1%

Not a retest: 8 of the compounds above.
SMILES | FBPA Giardia inh | AMA1-RON2 inh | AmpC detergent | HCMV inh | AmpC no deterg | Sm TGR inh
COC(=O)C(Cc1c[nH]c2ccccc12)NC(=O)c1cccs1 (stereo unspecified) | -6.2% | -7.7% | 0.2% | 61.6 | -19.0% | -17.2%
O=C1Nc2ccc(Cl)cc2C(=O)C1(F)c1ccccc1 (stereo unspecified) | -5.2% | 6.0% | 5.8% | -1.2 | -43.3% | 11.3%
COC(=O)c1ccc(NC(=O)CN2C(=O)c3cccc4cccc2c34)cc1 | · | · | 19.9% | 16.3 | · | 5.7%
CC(NC(=O)Cn1nc(-c2ccccc2)c2ccccc2c1=O)c1ccccc1 (stereo unspecified) | -0.2% | -7.3% | -9.0% | -14.0 | -18.8% | 8.2%
CCOC(=O)c1c(C)c(C(=O)NC(C)COC)c(C)n1CC (stereo unspecified) | 4.8% | 3.8% | -1.7% | 4.8 | -1.6% | -8.5%
CCC(Oc1ccccc1)C(=O)Nc1cc(C(F)(F)F)ccc1N1CCOCC1 (stereo unspecified) | · | -19.3% | ? | -1.8 | -7.4% | 0.2%
CCOc1cc(/C=N/N=C(N)N)ccc1OCc1ccc(Cl)cc1 | 1.8% | -3.9% | 4.7% | -24.3 | -8.9% | -2.5%
COc1cccc(NS(=O)(=O)c2ccc3c(c2)N(C)C(=O)CC(=O)N3C)c1 | · | · | 22.2% | -1.9 | · | 1.1%

(continued)
SMILES | FBPA Giardia inh | AMA1-RON2 inh | AmpC detergent | HCMV inh | AmpC no deterg | Sm TGR inh
Cc1ccc(C)c(NC(=O)C2CC(O)CN2C(=O)OCc2ccccc2)c1 (stereo unspecified) | 6.2% | 3.4% | -15.8% | -29.6 | 9.1% | -4.2%
Cc1c(/C=C/C(=O)c2ccc(C(C)C)cc2)cnn1C | -29.5% | 8.0% | -2.8% | -87.1* | 48.9% | ·
O=C(Cn1cc(C(=O)c2ccncc2)c(=O)c2cc(F)ccc21)Nc1ccc(Cl)cc1 | · | · | 22.0% | -16.9 | · | -7.9%
CCOC(=O)CCc1c(C)c2ccc(OC3CCCCC3=O)cc2oc1=O (stereo unspecified) | 2.1% | -1.1% | 2.2% | 29.4 | 19.0% | 7.9%
COc1ccc(CCNC(=O)C2CCC(=O)N2CCc2ccccc2)cc1OC (stereo unspecified) | 2.1% | 3.7% | 4.4% | -33.0 | -7.0% | 0.3%
COc1ccc(NC(=O)CSc2nnc(N)n2CC(=O)Nc2ccc(OC)cc2)cc1 | 5.7% | 9.1% | 2.1% | -28.1 | -15.7% | 2.8%
O=C(c1ccco1)N(CCO)Cc1cc2cc3c(cc2[nH]c1=O)OCO3 | -3.3% | -0.3% | 4.9% | 38.8 | -17.7% | -8.3%
CNC(=S)N1N=C(c2ccc(C)cc2)CC1c1ccc(N(C)C)cc1 (stereo unspecified) | -29.7% | 28.2µM* | 0.0% | 7.9 | 22.4% | -7.3%
COc1ccc(C(=O)CCc2ccccc2O)c(OC)c1 | 2.4% | 4.2% | -9.7% | 138.7 | -29.0% | -22.8%
Cc1ccccc1S(=O)(=O)c1c(C)cc(C)n(C)c1=O | 2.1% | -8.9% | -17.9% | -7.6 | -12.7% | -0.4%
CS(=O)(=O)c1ccc(Cl)c(NC(=O)CCN2C(=O)C3CC=CCC3C2=O)c1 (stereo unspecified) | · | -0.7% | -3.3% | 8.4 | -18.6% | -17.6%
Cc1cc(C(=O)COC(=O)c2cccs2)c(C)n1-c1c(C)n(C)n(-c2ccccc2)c1=O | 8.6% | -6.4% | 9.6% | -1.0 | 47.3% | 5.5%
O=C(Cn1nnc(-c2ccccc2Cl)n1)Nc1ccc(Br)cc1 | · | · | 4.8% | 30.8 | · | -7.8%
Cc1cccc(Nc2nc(N)nc(CSc3nccn3C)n2)c1 | 0.7% | 7.5% | ? | 71.2 | -8.0% | 8.3%
Cc1cc(C)c(C)c(C(=O)c2ccccc2C(=O)O)c1C | 7.0% | -4.2% | -4.0% | 8.9 | -19.5% | ·
CCOC(=O)c1ccccc1NC(=O)c1sc2nc3n(c(=O)c2c1C)CCCC3 | · | · | 16.2% | 24.5 | · | 44.7µM*
Cc1ccc2c(c1)-c1nc(-c3ccc4c(c3)NC(=O)CO4)cc(-c3ccc(Cl)cc3)c1CO2 | · | · | -0.9% | 6.5 | · | -1.7%
Cc1ccc(S(=O)(=O)NCCNC(=O)c2ccc(C)nc2)cc1 | -1.7% | 31.0%[activator] | -10.7% | -20.9 | -18.1% | -4.4%
O=C(Nc1nccs1)c1cc(-c2ccco2)nc2ccccc12 | -13.2% | 20.4% | -13.5% | 17.2 | ? | 56.2µM*
CC(=O)c1csc(CS(=O)(=O)c2ccccn2)n1 | 1.0% | -1.4% | -0.8% | 43.4 | -8.1% | 0.5%
